# DNA Pol III inh: DNA polymerase III holoenzyme inhibition. hit rate 0.25% among 71,000. AID 603. reconstituted DNA polymerase III holoenzyme replication, biochemical. Potency, µM (titrated, usually from 57.1 µM), for inactives: at the highest dose activity change, negative = inhibition; note: potency is the fitted concentration of half-maximal effect; % is set by controls: 0 for no effect and ±100 for the full control effect
#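 Reconstituted *E. coli* holoenzyme (0.35 nM Pol III, 1 nM beta, 154 nM SSB, 2 nM primase) was preincubated with compound for 15 min at RT. Synthesis on 1.4 nM ssM13Gori ran 35 min, then was stopped with PicoGreen/EDTA and read as dsDNA fluorescence.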
# 4-MU autofl: 4-MU region autofluorescence | compound autofluorescence, 340/450 nm, 4-MU equivalents; active compounds read high | max dye-equivalent concentration, M | hit rate 11% among 59,000 | AID 589; in the data active = max dye-equivalent concentration above about 10 nM; inconclusive = mostly about 1.1 nM to 9.6 nM
#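 Intrinsic fluorescence at 340/450 nm (ex/em) was read after 15 min at room temperature in pH 8.0, 100 mM Tris. Each compound concentration expressed as 4-MU-equivalent concentration from a six-point 4-MU standard series on each plate.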
# BRCT inh red: inhibitors of human BRCA1 BRCT-phosphoprotein interaction (red fluorophore). BRCT-phosphopeptide binding, red fluorescence polarization. hit rate 0.03% among 75,000. AID 892. Potency, µM (series often up to 76.9 µM), for the others: at the top dose activity change, negative = inhibition, most hits filed as inhibitors. P38398; note: % is set by controls: 0 for no effect and ±100 for the full control effect
#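 Fluorescence polarization: 100 nM His-tagged BRCA1 BRCT with 100 nM TAMRA-labelled phospho-BACH1 decapeptide, phosphate buffer pH 7.3 with 150 mM NaCl, DTT, 0.01% Tween 20; 12 min RT. Binding inhibition seen as FP decrease.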
# ALOX15 inhib: blocks human 15-lipoxygenase activity. P16050. purified 15hLO-1, xylenol orange hydroperoxide absorbance. Potency, µM (top dose mostly 57.1 µM), without a hit: at the highest dose activity change, negative = inhibition, usual class: inhibitors. hit rate 1.4% among 74,000. AID 887; note: potency is the fitted concentration of half-maximal effect; % is set by controls: 0 for no effect and ±100 for the full control effect; nearly all actives have a fitted effect of over 55% in size
# Target sequence (P16050 whole entry, looked up): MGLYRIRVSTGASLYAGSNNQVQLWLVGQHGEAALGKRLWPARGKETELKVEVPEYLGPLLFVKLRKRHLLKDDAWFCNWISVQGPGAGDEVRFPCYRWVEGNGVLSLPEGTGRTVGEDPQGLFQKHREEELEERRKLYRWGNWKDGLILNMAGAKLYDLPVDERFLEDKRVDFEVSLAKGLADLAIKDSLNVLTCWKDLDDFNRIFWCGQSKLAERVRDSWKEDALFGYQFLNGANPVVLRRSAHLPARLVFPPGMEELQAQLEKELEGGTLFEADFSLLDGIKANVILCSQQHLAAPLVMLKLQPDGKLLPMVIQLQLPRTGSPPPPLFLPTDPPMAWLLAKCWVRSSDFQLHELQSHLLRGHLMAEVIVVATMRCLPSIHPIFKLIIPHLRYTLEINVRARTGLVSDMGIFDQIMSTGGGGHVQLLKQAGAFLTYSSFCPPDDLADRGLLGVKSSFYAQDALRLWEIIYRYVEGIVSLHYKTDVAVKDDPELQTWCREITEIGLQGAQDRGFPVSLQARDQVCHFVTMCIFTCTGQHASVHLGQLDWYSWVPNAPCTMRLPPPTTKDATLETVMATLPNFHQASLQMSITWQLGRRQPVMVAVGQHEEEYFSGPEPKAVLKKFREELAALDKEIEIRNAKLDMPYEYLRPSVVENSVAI
#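 Purified human 15hLO-1 (40 nM final) in 25 mM Hepes pH 7.5, 0.01% Triton X-100 was preincubated with compound 15 min at room temperature, then reacted 6 min with 50 uM arachidonic acid; hydroperoxide detected by Fe-XO, 573/405 nm absorbance ratio.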
# HBB splice mod: alters splicing of the hemoglobin beta chain; AID 925; hit rate 0.06% among 65,000; Potency, µM (series often up to 46.1 µM), for the others: top-dose activation, most hits filed as activators; HBB splicing reporter cell assay, activation; EGFP reporter with mutant IVS2-654 intron; response scale: normalised to 500 nM splice-correcting PNA; note: potency is the fitted concentration of half-maximal effect; 0% is about no effect
#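 HeLa cells stably expressing EGFP interrupted by mutant beta-globin intron 2 (IVS2-654), 500/well in 2% FCS. Treated with compound for 2 days at 37C. Splicing correction scored as total well GFP intensity (488 nm excitation, 500-520 nm emission); 500 nM antisense PNA served as control.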
# Hsp90 Hop PPI: changes Hsp90-Hop TPR2A binding signal, up or down | AlphaScreen TPR2A-His6 binding biotin-Hsp90 C-terminal peptide | Potency, µM (titrated, usually from 57 µM), without a hit: top-dose activity change, negative = inhibition | hit rate 0.44% among 71,000; active = well fitted curve in either direction with a large enough effect; inconclusive = small, poorly fitted or top-dose-only effect, or another doubt; note: potency is the fitted concentration of half-maximal effect; % is set by controls: 0 for no effect and ±100 for the full control effect; many of its hits are not listed in these tables
# BRCT inh green: inhibitors of human BRCA1 BRCT-phosphoprotein interaction (green fluorophore); P38398; hit rate 0.05% among 75,000; Potency, µM (series often up to 76.9 µM), for inactives: top-dose activity change, negative = inhibition, actives largely listed as inhibitors; BRCA1 BRCT-phosphopeptide binding, green fluorescence polarization;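 note: potency is the fitted concentration of half-maximal effect; plate controls were peptide without protein for full effect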
#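 Compounds were incubated for 12 min at room temperature with a complex of 100 nM fluorescein-tagged pBACH1 decapeptide and 250 nM His-tagged BRCT protein. Buffer was phosphate pH 7.3 with EDTA, DTT and Tween 20. Disruption of binding lowers the polarization signal.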
# Ub-GFP proteasome: proteasome inhibitors stabilizing ubiquitin-GFP reporter; Potency, µM (series often up to 45.9 µM), for the others: top-dose activation (GFP accumulation), usual class: activators; 67,000 tested, under 10 active; Ubiquitin-GFP reporter cells, proteasome inhibition, GFP fluorescence; response scale: untreated = 0%, 10 µM MG-132 = 100%; active = well fitted activation curve with a large enough effect, not every such curve was filed as active; inconclusive = small, poorly fitted or top-dose-only effect, or another doubt; inactive = no such curve, though single readings can be large or run the other way; note: potency is the fitted concentration of half-maximal effect
#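 GFP accumulation read-out: laser plate cytometry counting ubiquitin(G76V)-GFP-expressing U2OS cells after 4 hr compound exposure at 37 °C. Titrations spanned 46 uM to 2.9 nM; 0% = basal, 100% = 10 uM MG-132; concentration-response curves fitted.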
# CRE-bla Fsk: CRE-bla signaling modulation under forskolin stimulation. CHO CRE-bla reporter (cAMP response element driving beta-lactamase), forskolin EC10, beta-lactamase ratio. Potency, µM (top dose mostly 38.2 µM), inactives show top-dose activity change, negative = inhibition, actives largely listed as activators. hit rate 2.5% among 71,000. AID 662; active = well fitted activation curve with a large enough effect in the signal ratio, with a control signal flat, not every such curve was filed as active; inconclusive = small, poorly fitted or top-dose-only effect, or effect the other way, or a change in a side signal; the % refers to the signal ratio; note: potency is the fitted concentration of half-maximal effect; % of control where 0% means no effect
#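 Cells were plated overnight at 37 °C, exposed to compound titrations plus EC10 NKH 477 for 3 h, then given CCF4 dye for 2 h at room temperature. Blue/green (460/530 nm) ratio was converted to %Activity and AC50 values calculated.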
# A350 autofl: A350 region autofluorescence | Compound autofluorescence, 340/450 nm, Alexa 350 dye-equivalents; active compounds read high | max dye-equivalent concentration, M | hit rate 11% among 59,000 | AID 590; in the data active = max dye-equivalent concentration above about 10 nM; inconclusive = mostly about 1.1 nM to 9.6 nM
# Epigenetic mod: epigenetic modulators derepressing GFP locus in mouse cells. hit rate 0.09% among 68,000. mouse C127i GFP locus derepression, cytometry, 30 h. Potency, µM (highest dose often 46.1 µM), inactives show top-dose GFP derepression (activation). AID 597; note: % of control where 0% means no effect
#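 Locus derepression in mouse mammary C127i cells whose integrated CMV-GFP reporter is normally silent; GFP expression after 30 h compound treatment was quantified by counting fluorescent cells.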
# * hit, by the source's call; i = inactive; ? = inconclusive; nt = no result given; [ ] = another dose, or the depositor's remark. Unless noted, calls come from the whole dose curve; as a rule, active = well fitted curve in the direction sought with a large enough effect; inconclusive = small, poorly fitted or top-dose-only effect, or another doubt; inactive = no such curve, though single readings can be large; an effect the other way counts as inactive or inconclusive.
# Every second line gives: DNA Pol III inh, 4-MU autofl, BRCT inh red, ALOX15 inhib, HBB splice mod, Hsp90 Hop PPI, BRCT inh green, Ub-GFP proteasome, CRE-bla Fsk, A350 autofl, Epigenetic mod
CC(CCN(C)C)OC(=O)c1ccc(C(C)c2ccccc2)o1 (configuration not stated)
  -1%, i, 1.2%, 10%, 0.2%[57.5 µM], -2%, 1.6%, -4%, -4%, i, 0%
NCCC[C@H](N)CC(=O)N[C@H]1CNC(=O)[C@@H]([C@@H]2C[C@H](O)N=C(N)N2)NC(=O)/C(=C/NC(N)=O)NC(=O)[C@@H](CO)NC(=O)[C@@H](CO)NC1=O
  -8%[25.6 µM], i, -0.3%[34.4 µM], 16%[25.6 µM], -2.0%[20.6 µM], 2%[26 µM], -1.7%[34.4 µM], -7%[20.5 µM], 1%[17.1 µM], i, 2%[20.6 µM]
COc1ccccc1-c1cc(Nc2ccn[nH]2)ncn1
  -2%, 1.5e-08M*, 1.0%, 10%, -0.8%, -5%, 0.1%, -9%, ?, 1.7e-08M*, -1%[9.22 µM]
COc1ccc(C(=O)Nc2ccc(N3CCN(c4ccc(OC)cc4)CC3)c(C#N)c2)cc1
  -4%, 3.1e-07M*, -1.2%, -3%, 0.8%, 0%, -0.1%, -12%, 9%, 3.2e-07M*, 0%
COC(=O)CC1Nc2ccccc2SC1=O (configuration not stated)
  -5%, i, 0.3%, 3%, -1.7%, -2%, -0.1%, -2%, 10%, i, -2%
Cc1ccc(C)n1-c1ccc(N2CCOCC2)cc1
  -6%, nt, -1.6%, 2.5µM*, 8.9%, ?, 1.2%, 0%, 1%, nt, 2%
Cc1ccc2cc3c(N)c(C(=O)N4CCOCC4)sc3nc2c1
  -11%, i, -0.6%, -14%, nt, -2%, 0.5%, 0%, ?, ?, -2%
CCn1cc(C2=NOC(C(=O)Nc3c(C)nn(Cc4ccc(F)cc4)c3C)C2)c(C)n1 (configuration not stated)
  -5%, nt, 0.5%, 10%, -0.2%, -3%, -1.1%, 3%, 1%, nt, -2%
CCOC(=O)c1c(CN2CCCCC2C)oc2ccc(OC)cc12 (configuration not stated)
  -6%, i, 0.9%, 10%, 3.9%, -4%, -3.4%, 8%, 2%, i, -3%
CCOC(=O)c1c(C)[nH]c(C(=O)COC(=O)CSCC(=O)N(CC)CC)c1C
  -2%, i, 0.6%, -2%, -0.2%, -1%, -0.6%, 0%, ?, i, 1%
C/C(Cl)=C/Cn1c(N2CCCC2)nc2c1c(=O)n(C)c(=O)n2C
  -6%, i, 1.4%, -3%, nt, -2%, -1.3%, 8%, ?, i, -1%
Nc1nonc1C(=O)NCCNCc1ccccc1OCc1ccccc1F
  -10%, i, 0.3%, -16%, 3.0%, -5%, -0.4%, 17%, -18%, i, -3%
COC(=O)[C@@]1(Cc2ccccc2)[C@H]2c3cc(C(=O)N4CCCC4)n(Cc4ccsc4Br)c3C[C@H]2CN1C(=O)c1ccccc1
  7%, nt, 1.1%, nt, 0.0%, -12%, 0.6%, nt, -17%, nt, nt
COc1ccccc1NC1=NC(c2ccc(Cl)cc2)N=C(N)N1 (configuration not stated)
  -1%, i, 1.6%, 2%, -2.4%, -4%, -0.7%, 1%, -5%, i, 0%
Cc1nnc(NC(=O)CSC2CCCCC2)s1
  -6%, nt, -1.6%, -7%, 0.3%, -1%, -2.7%, -5%, -6%, nt, nt

# Only CRE-bla Fsk and ALOX15 inhib, for some of the entries so far:
molecule | CRE-bla Fsk | ALOX15 inhib
CCn1cc(C2=NOC(C(=O)Nc3c(C)nn(Cc4ccc(F)cc4)c3C)C2)c(C)n1 (configuration not stated) | 1% | 10%
CCOC(=O)c1c(CN2CCCCC2C)oc2ccc(OC)cc12 (configuration not stated) | 2% | 10%

# Going on with the list:
# Every second line gives: DNA Pol III inh, 4-MU autofl, BRCT inh red, ALOX15 inhib, HBB splice mod, Hsp90 Hop PPI, BRCT inh green, Ub-GFP proteasome, CRE-bla Fsk, A350 autofl, Epigenetic mod
COC(=O)c1cc(CC(=O)c2ccc(O)cc2O)c(C)o1
  -4%, i, 1.6%, -3%, 0.2%[57.5 µM], -7%, -0.8%, 1%, 21%, i, 5%
CCOc1ccccc1NC(=O)CSc1nc2cccnc2n1C
  -5%, i, -0.7%, -8%, -0.3%[57.5 µM], -1%, 1.1%, -8%, ?, i, 0%
COc1cc(Cl)ccc1S(=O)(=O)n1nc(C)cc1C
  -6%, i, 0.5%, -1%, 0.7%, 2%, -0.5%, 2%, 1%, i, -3%
O=C1c2ccccc2C2(c3ccccc3)NCCN12 (configuration not stated)
  1%, i, -0.5%, 12%, -0.5%, -1%, 0.3%, 13%, -10%, i, -1%
CC(=O)Nc1nonc1NC(=O)CSC1=NCCS1
  -10%, i, -1.7%, 4%, 0.0%, -3%, -1.0%, 5%, -4%, i, -2%
COC(=O)[C@H](CCSC)NC(=O)N1CCN(Cc2ccccc2)CC1
  9%, i, 2.2%, -1%, 2.8%[57.5 µM], -6%, -2.1%, 0%, -4%, i, 0%
CCC(NC(=O)c1ccccc1O)c1ccccc1 (configuration not stated)
  -7%, 1.2e-08M*, -0.2%, -27%, -0.4%, 5%, -0.4%, 9%, -2%, 1.2e-08M*, -3%
Cc1ccccc1-c1nnc(SCC(=O)Nc2cccc(C)c2C)o1
  0%, i, -0.6%, -1%, -0.1%, -2%, -2.7%, -4%, ?, i, 0%
CSc1cccc(NS(=O)(=O)c2ccc(F)cc2)c1
  0%, i, -0.7%, -6%, -0.7%, 1%, -1.4%, -10%, -9%, ?, 4%
Cc1ccnc(NC(=O)CCC(=O)N(CC(=O)NC2CCCCC2)CC2CCCO2)c1 (configuration not stated)
  -5%, i, -0.7%, 7%, nt, -7%, -0.7%, -5%, 1%, i, -2%
Cc1cnc(NC(=O)CSc2nnc(-c3ccc(Cl)cc3Cl)n2N)s1
  -11%, i, 1.1%, -21%, 1.1%, 3%, -1.4%, 4%, -16%, i, 5%
CCCCOc1ccccc1C(=O)NCC(=O)O
  -8%, i, -5.3%, 11%, nt, -1%, -3.5%, 3%, 1%, i, -1%
Cc1ccc(NC(=O)NC2=N/C(=C(/C#N)C(=O)N3CCCC3)c3ccccc32)cc1
  0%, i, -1.7%, 3%, 0.1%[57.5 µM], -11%, -1.4%, 1%, 20%, i, 3%
CC1CCCCC1NC(=O)c1cncc(Br)c1 (configuration not stated)
  0%, i, 0.1%, 8%, 0.1%[57.5 µM], 1%, -0.6%, -1%, -8%, i, 3%
CC(=O)c1cc2cc(O)ccc2o1
  -1%, 1.1e-05M*, ?, 7%, 1.9%, -2%, -2.5%, -4%, ?, 1.1e-05M*, 2%
CCN=C1SC(C(=O)Nc2cccc(C(=O)O)c2)CC(=O)N1CC (configuration not stated)
  -5%, i, -0.4%, -1%, nt, 2%, -0.4%, -2%, 3%, i, 0%
CN(C)c1ccc(N=NS(=O)(=O)O)cc1
  -13%, nt, 0.1%, ?, -0.9%, -2%, 3.2%, nt, -7%, nt, nt
CS(=O)(=O)c1ccc(Cl)c(S(=O)(=O)NCc2ccccc2)c1
  11%, i, 0.7%, -9%, -0.9%, 2%, -4.0%, -7%, -6%, i, -2%
Cc1ccc(S(=O)(=O)N(C)Cc2nc(-c3ccc(Br)cc3)no2)cc1
  5%, nt, -1.0%, -7%, -0.4%, ?, 1.1%, -3%, 12%, nt, 5%
COc1cc(C2N(c3ccc(Cl)c(Cl)c3)C(=O)C3CCCN32)cc(OC)c1OC (configuration not stated)
  4%, i, 0.0%, 0%, 0.4%, -3%, -0.5%, -9%, 18%, i, 5%
COC(=O)c1cc(S(=O)(=O)n2nc(C)cc2C)c(Cl)cc1Cl
  -7%, nt, -0.3%, 4%, 0.2%, -1%, -1.2%, -9%, -3%, nt, -3%
Cc1nn2c(=O)cc(CSc3nc4ccccc4[nH]3)nc2s1
  -1%, nt, 0.5%, -7%, -0.8%, -3%[2.3 µM], -2.5%, -2%, 4µM*, nt, nt
Cc1nc2ccccc2n1CC(=O)OCC(=O)Nc1ccc2c(c1)OCCO2
  -9%, i, -1.4%, 16%, -0.1%, ?, -4.0%, 2%, -11%, i, 0%
O=C1CC2CS(=O)(=O)CC2N1C1CCCCC1 (configuration not stated)
  1%, nt, 0.9%, 2%, -1.0%, 3%, 2.0%, 0%, -11%, nt, nt
OCCN1CCN(c2ncnc3c2sc2nc(N4CCOCC4)c4c(c23)CCC4)CC1
  -8%, i, -0.7%, -29%, -1.6%, -11%, 1.1%, 3%, -17%, i, 0%
Cc1ccc(NC(=O)CSc2nnc(-c3ccccc3Br)o2)cc1C
  -3%, i, -0.4%, -9%, 0.1%, 0%, 0.5%, 0%, -8%, i, -2%

# Screens from PubChem.
